# PME-1 inh: PME-1 (human) inhibition | Q9Y570 | recombinant PME-1, FP-Rh probe fluorescence polarization | inhibition, % at 5.9 µM | 320,000 compounds, 0.53% hits | AID 2130;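 active = inhibition above the campaign mean of all compounds plus 3 SD, cut at about 26% in these data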;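 also: competitive labeling of PME-1 active site by serine hydrolase directed probe; 0% = PME-1 with DMSO and 100% = wells lacking PME-1 enzyme; inhibitors block probe labeling so polarization falls and inhibition rises; many of its hits are not listed in these tables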
# Target sequence (Q9Y570 whole entry, looked up): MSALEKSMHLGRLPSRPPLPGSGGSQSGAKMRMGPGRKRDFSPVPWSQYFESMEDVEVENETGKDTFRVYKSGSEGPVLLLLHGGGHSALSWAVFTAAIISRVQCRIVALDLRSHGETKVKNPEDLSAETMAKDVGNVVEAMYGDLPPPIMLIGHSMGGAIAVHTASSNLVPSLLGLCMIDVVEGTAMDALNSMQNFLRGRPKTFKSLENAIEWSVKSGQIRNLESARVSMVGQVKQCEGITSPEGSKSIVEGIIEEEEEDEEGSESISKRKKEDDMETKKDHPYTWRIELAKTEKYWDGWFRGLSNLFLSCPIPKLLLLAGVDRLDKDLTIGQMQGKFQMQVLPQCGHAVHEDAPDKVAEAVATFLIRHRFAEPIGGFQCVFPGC
# LYPLA1 counter: blocks human lysophospholipase 1, a PME1 counter-screen; O75608; inhibition, % at 5.9 µM; AID 2174; 320,000 compounds, 0.16% hits; recombinant LYPLA1, FP-Rh probe fluorescence polarization;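 active = inhibition above the mean of all tested compounds plus 3 SD, set per campaign, cut at about 14% in these data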;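 also: inhibitors block serine hydrolase probe labeling of LYPLA1 so polarization falls; 0% = enzyme with DMSO and 100% = wells lacking LYPLA1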
# Target sequence (O75608 whole entry, looked up): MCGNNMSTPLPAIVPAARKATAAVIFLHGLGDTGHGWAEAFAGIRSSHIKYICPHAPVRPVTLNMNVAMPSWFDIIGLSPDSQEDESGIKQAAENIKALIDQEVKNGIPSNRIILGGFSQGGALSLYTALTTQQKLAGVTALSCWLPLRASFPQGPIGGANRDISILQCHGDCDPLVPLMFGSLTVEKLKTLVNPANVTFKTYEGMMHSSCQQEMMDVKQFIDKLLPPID
# PAFAH1B2 inh: inhibitors of human PAFAH1B2. P68402. recombinant PAFAH1B2, FP-rhodamine activity probe, fluorescence polarization. inhibition, % at 3.39 µM. 340,000 compounds, 1.2% hits. AID 492953;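 active = inhibition above the mean of all tested compounds plus 3 SD, cut at about 24% in these data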;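 also: 0% = enzyme with DMSO and 100% = wells lacking PAFAH1B2; many of its hits are not listed in these tables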
# Target sequence (P68402 whole entry, looked up): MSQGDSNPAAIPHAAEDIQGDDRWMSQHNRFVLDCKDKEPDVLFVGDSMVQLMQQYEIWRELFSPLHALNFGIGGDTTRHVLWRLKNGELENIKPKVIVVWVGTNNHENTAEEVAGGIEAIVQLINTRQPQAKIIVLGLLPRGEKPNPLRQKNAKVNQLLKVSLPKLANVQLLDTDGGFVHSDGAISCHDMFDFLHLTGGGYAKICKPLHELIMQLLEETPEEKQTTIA
# pPAFAH inh: pPAFAH (human) enzyme inhibition | 330,000 compounds, 1.5% hits | inhibition, % at 3.39 µM | Q13093 | recombinant pPAFAH, FP-rhodamine probe fluorescence polarization;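 active = inhibition above the mean inhibition across the screen plus 3 SD, cut at about 25% in these data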;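 also: inhibitors block binding of the rhodamine activity-based probe so polarization drops; 0% = enzyme with DMSO and 100% = wells lacking pPAFAH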
# PAFAH1B3 FP inh: inhibitors of human PAFAH1B3 | Q15102 | inhibition, % at 3.39 µM | 340,000 compounds, 0.28% hits | recombinant PAFAH1B3, FP-rhodamine probe, fluorescence polarization;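 active = inhibition above the screen-wide average of all tested compounds plus 3 SD, cut at about 25% in these data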;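 also: 0% = enzyme with DMSO only and 100% = wells lacking PAFAH1B3 protein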
# Target sequence (Q15102 whole entry, looked up): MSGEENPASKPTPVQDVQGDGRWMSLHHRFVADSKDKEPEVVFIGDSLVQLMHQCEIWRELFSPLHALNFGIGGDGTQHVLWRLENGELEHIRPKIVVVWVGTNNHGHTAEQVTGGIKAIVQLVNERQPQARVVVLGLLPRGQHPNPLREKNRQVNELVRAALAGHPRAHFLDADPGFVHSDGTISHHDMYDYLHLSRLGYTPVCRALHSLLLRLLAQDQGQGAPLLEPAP
# GSTO1 counter: counter-screen for RBBP9 inhibitors: inhibitors of human GSTO1. P78417. recombinant GSTO1, activity-based probe fluorescence polarization. inhibition, % at 5.96 µM. 300,000 compounds, 1.1% hits. AID 1974;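 active = inhibition above the campaign mean inhibition plus 3 SD, cut at about 35% in these data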;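 also: 0% = GSTO1-1 with DMSO and 100% = wells lacking GSTO1-1 enzyme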
# PAD4 FP inh: PAD4 (human) enzyme inhibition; AID 485272; inhibition, % at 6.36 µM; 330,000 compounds, 0.41% hits; recombinant PAD4, RCA probe fluorescence polarization;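 active = percent inhibition above a cutoff equal to the mean of all tested compounds plus 3 SD, cut at about 15% in these data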;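 also: 0% = PAD4 with RCA probe and DMSO and 100% = probe without PAD4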
# PAFAH2 FP inh: inhibitors of human PAFAH2; Q99487; recombinant PAFAH2, FP-rhodamine activity probe, fluorescence polarization; inhibition, % at 3.39 µM; 340,000 compounds, 0.99% hits; AID 492956;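 active = inhibition above the mean over all tested compounds plus 3 SD, cut at about 30% in these data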;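 also: inhibitors block probe labeling of enzyme so polarization drops; 0% = enzyme with DMSO and 100% = wells lacking PAFAH2 protein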
# Fam108B counter: counter-screen for RBBP9 inhibitors: inhibitors of mouse Fam108B; inhibition, % at 9.51 µM; 300,000 compounds, 0.33% hits; recombinant Fam108B, FP-Rh probe fluorescence polarization; AID 1947;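 active = inhibition above the screen mean inhibition plus 3 SD, computed separately per campaign, cut at about 18% in these data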;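 also: inhibitors lower polarization as less probe binds the enzyme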
# An asterisk follows results filed as active; x = not tested or not shown.
compound,PME-1 inh,LYPLA1 counter,PAFAH1B2 inh,pPAFAH inh,PAFAH1B3 FP inh,GSTO1 counter,PAD4 FP inh,PAFAH2 FP inh,Fam108B counter
CC(=O)c1ccc(NC(=S)NCc2cccnc2)cc1,3.2,-0.8,-0.8,1.1,-1.9,4.2,-4.0,0.8,-1.2
CC1CCC(NC(=O)CCNS(=O)(=O)c2ccccc2)CC1 (centres undefined),3.7,2.4,0.3,5.9,12.3,0.2,2.5,-4.4,-2.6
NCCCCCC(=O)O,-1.3,-3.2,4.1,0.4,13.5,8.6,-6.0,-6.2,-1.5
Cc1ccc(CN2CCC(c3cc(-c4ccc(Cl)cc4)n[nH]3)CC2)cc1,0.1,0.2,5.9,1.2,6.8,1.2,0.2,10.6,0.3
Cn1cc(S(=O)(=O)N2CCOCC2)cc1C(=O)Nc1ccc(Cl)cc1,-1.8,-5.0,6.4,2.0,7.4,-2.1,-2.9,4.4,4.4
Cc1ccc(-n2nnnc2SCCNS(=O)(=O)c2ccccc2)cc1C,7.1,-4.4,-3.4,29.0*,5.9,-0.1,-3.4,6.5,2.2
CCn1cc(C(=O)N[C@H](C(=O)NCCN2CCOCC2)C(C)C)c(=O)c2cc3c(cc21)OCO3,-3.8,0.7,3.8,-2.8,7.3,-5.9,1.7,1.6,2.4
Cc1ccccc1NC(=O)C(C)O/N=C/c1cccc([N+](=O)[O-])c1 (centres undefined),4.6,-3.2,-6.2,-0.7,-4.1,5.3,3.0,3.5,-1.2
Cc1ccc2c(c1Br)/C(=N/N1C(=O)c3ccccc3C1=O)C(=O)N2,0.1,-0.2,3.7,5.5,2.4,-1.6,-4.0,-4.4,0.6
COc1ccc(OC)c2sc(NC(=O)c3ccc(S(=O)(=O)N4CCOCC4)cc3)nc12,3.6,0.2,10.2,5.0,-4.0,4.7,6.2,-8.5,-0.1
CCN1CCN(C(=O)c2cccc(OC3CCN(S(=O)(=O)N(C)C)CC3)c2)CC1,10.4,0.9,-6.4,3.1,-4.8,2.9,2.5,-4.8,-1.9
Nc1ccc2nn(-c3ccc(Cl)cc3)nc2c1,11.2,0.1,6.8,4.1,8.7,19.1,-5.6,7.1,3.5
Cc1nc(SCC(=O)NCc2ccco2)c2c3c(sc2n1)CCCC3,0.7,2.4,-3.3,8.4,-4.1,-4.4,-3.7,1.2,-3.9
COc1cc(/C=C(/NC(=O)c2ccccc2)C(=O)Nc2ccccc2)c([N+](=O)[O-])cc1OC,-9.5,-1.4,-0.1,0.1,3.9,7.7,1.8,0.5,0.3
CCON1C(=O)CN(C(=O)OC)C1c1ccc(Cl)cc1Cl (centres undefined),0.8,-1.5,-3.1,5.1,2.8,-3.0,0.3,-4.0,5.5
COc1ccc(CC(=O)N/N=C(\C)c2ccc(Br)s2)cc1,1.9,-2.8,4.7,1.8,4.5,6.6,1.2,1.8,2.7
N#CC1=C(SCC(=O)c2ccccc2)NC2=C(C(=O)CCC2)C1c1ccco1 (centres undefined),10.1,1.7,5.4,6.5,6.1,0.6,-4.0,3.0,-0.3
O=C(c1cc2cc([N+](=O)[O-])ccc2s1)N1CCCCC1,3.9,-1.9,6.0,6.7,10.1,9.7,0.4,1.7,-0.6
COC(=O)c1ccc(C2=NOC(C)(c3sc(-c4ccccc4)nc3C)C2)cc1 (centres undefined),-2.8,-1.7,-4.1,6.0,3.7,2.9,-1.7,-3.3,0.7
COc1ccc(C(=O)Oc2cc(C(=S)N3CCOCC3)ccc2OC)cc1,3.0,-2.1,3.1,1.4,1.8,3.9,-2.2,10.3,0.8
Cc1cc(C(=O)Nc2ccc(S(=O)(=O)N3CCCC3)cc2)no1,2.7,-1.0,-0.3,-0.4,0.6,2.7,-3.4,5.4,3.0
COc1cccc(C(=O)NN2CC(O)=C(c3nc(C)cs3)C2=N)c1,5.1,-2.5,7.2,4.5,4.1,7.4,-0.3,-0.4,2.0
O=c1c2ccccc2nc(-c2ccco2)n1CCCn1ccnc1,1.7,0.3,5.4,4.5,2.0,-2.5,0.1,1.6,3.0
CCCCCC(C)NC(=O)CN1C(=O)NC(C)(c2ccc3ccccc3c2)C1=O (centres undefined),3.0,1.2,4.7,6.5,1.7,1.9,-2.5,-0.9,3.6
COc1ccc(CN2CCC(C(=O)Nc3ccc(Oc4ccccc4)nc3)CC2)cc1F,0.8,1.8,4.5,1.6,3.3,6.2,-18.6,1.6,-2.3
CCCCOc1ccc(C(=O)NCC(=O)N2CCN(Cc3ccc4c(c3)OCO4)CC2)cc1,-0.3,2.6,1.8,8.8,1.5,-0.7,-0.8,-1.0,0.3
O=C(CCc1nc2ccccc2c(=O)[nH]1)OCC(=O)N1CCN(S(=O)(=O)c2ccccc2)CC1,-1.6,0.4,1.5,-4.3,0.3,4.2,-3.1,-1.0,-6.1
CCOC(=O)c1c(NC(=O)CSc2nc3ccccc3s2)sc(C)c1C,-13.5,-3.3,-0.9,-0.4,-7.6,-5.0,1.9,-7.6,-1.5
COc1ccc(-c2csc(N(CCc3ccccc3)C(=O)COc3ccccc3)n2)cc1,1.4,-3.2,0.6,-2.7,-9.2,4.1,-4.3,-14.1,-8.4
Cc1ccc(-n2c(SCC(N)=O)nc(O)cc2=O)cc1,-5.4,-2.8,2.9,-7.1,3.0,4.3,-10.1,-5.6,-3.2
CCN1CCN(Cc2c(O)c(Cl)cc3c(C)cc(=O)oc23)CC1,-1.5,3.1,4.1,10.7,12.6,7.3,12.5,4.3,-4.2
CCOC(=O)c1c(NC(=O)CC)sc(C(C)=O)c1C,-1.3,-2.1,5.5,4.3,2.8,-6.8,1.3,9.4,1.6
O=C(NCCC1=CCCCC1)c1cnsn1,4.7,0.9,0.3,2.5,11.3,-2.3,3.9,7.4,3.2
Cc1ccc(C(C)C)c(OCC(=O)c2c(O)c3ccccc3oc2=O)c1,-11.9,-3.0,1.7,-1.9,-3.6,-4.8,-4.4,7.8,-7.0
CS(=O)(=O)c1ccccc1-c1nc(-c2ccc(C(F)(F)F)cc2)no1,1.7,-3.0,5.1,4.0,-3.2,-6.5,1.4,2.8,1.0
O=C(NCC1CCCCC1)c1cccc(Br)c1,-8.4,-1.5,6.5,7.1,2.5,-2.0,2.4,-16.9,-4.6
OC1CN=C2C=CC=CN2C1 (centres undefined),-11.1,1.6,3.4,0.1,4.3,4.3,2.4,4.8,1.1
O=C(NCCc1nc2ccccc2[nH]1)/C(=C/c1ccco1)NC(=O)c1ccco1,6.6,-2.4,0.6,0.9,1.5,-0.3,-1.7,9.6,4.5
CC(=O)Nc1nonc1NC(=O)COc1ccccc1,0.5,2.8,2.4,2.0,1.4,13.0,-3.7,4.5,8.3
COc1cccc(OC)c1C(=O)N=c1sc2cc(S(C)(=O)=O)ccc2n1C,-0.7,-4.8,-1.9,2.3,8.4,2.6,-4.3,5.0,-1.6
Cc1cccc(-c2oc3ccccc3c2C#CCCCCO)c1,-1.0,-7.2,-3.6,4.0,11.3,-0.4,-3.8,-1.1,-4.9
CC12CCC(C(=O)N(CCC#N)CCC#N)(CC1=O)C2(C)C (centres undefined),0.1,-1.3,3.2,-2.5,5.8,2.3,-4.3,4.6,-1.7
CCOC(=O)C1CCN(Cc2c(O)ccc3ccccc23)CC1,-3.3,-1.4,-2.4,8.2,-1.7,-0.8,0.8,-6.5,0.3
Cc1cccc2cc(CN(CCCN(C)C)C(=S)NCCc3ccccc3)c(=O)[nH]c12,2.7,2.0,0.6,-3.3,5.3,4.1,0.7,7.1,0.4
Cc1nc(N)sc1-c1csc(N(C)c2ccc(O)cc2)n1,-3.9,0.6,2.8,26.9*,5.6,5.9,-13.9,5.1,-1.7
Cc1ccc(S(=O)(=O)N2CCN(C(=O)CSC3CCCC3)CC2)c(C)c1,6.5,-0.2,1.0,6.2,3.1,8.8,1.5,1.4,5.0
COc1cccc2sc3cc(NCC[C@@H]4CCCN4C)ccc3c(=O)c12,x,x,-5.3,4.1,10.3,x,7.8,-1.2,x
CCn1nnnc1NCc1cccn1C,3.3,-0.9,0.4,3.0,4.7,1.7,3.3,1.3,4.1
CC(=O)NCC1CCCN(C(=O)c2oc3c(F)cccc3c2C)C1 (centres undefined),-4.8,-0.4,1.1,-2.2,5.3,7.5,-0.1,7.0,-0.6
NC(=O)c1nsc(C(=O)N(c2ccccc2)C(C(=O)NC2CCCCC2)c2ccc(O)cc2)c1N (centres undefined),-8.1,-3.0,-4.0,4.1,-3.5,-5.5,-3.1,-5.8,-3.0
Cc1c(NC(=S)NC(=O)c2cc3ccccc3o2)cccc1C(=O)O,-1.1,-2.1,1.1,0.7,9.7,10.6,-2.6,3.6,2.4
CC(=O)c1cccc(NS(=O)(=O)c2c(C)noc2C)c1,3.8,-1.7,5.0,-2.6,5.2,-0.6,-1.0,-3.2,-2.7
COc1ccc(N(CC(=O)Nc2cccc(C(=O)O)c2)S(=O)(=O)c2c(C)noc2C)cc1,-8.9,2.1,-0.6,0.6,-0.1,3.6,1.9,2.9,7.2
CCCCN(Cc1cc2cc(OC)ccc2[nH]c1=O)C(=O)COc1ccccc1,-0.5,3.5,0.8,2.5,-8.1,11.8,-6.7,1.1,-3.0
CCOc1ccc(N(CC(=O)N2CCOCC2)S(=O)(=O)c2ccc(F)cc2)cc1,4.0,3.0,-2.7,-2.2,8.0,2.3,-3.5,-0.3,5.1
CC1CC(OC(=O)c2ccccc2C(=O)c2ccc(Cl)cc2)C(=O)O1 (centres undefined),x,x,5.2,-1.6,13.3,x,6.7,8.1,x
N#Cc1ccc(CN2CCN(C(=O)CCNS(=O)(=O)c3ccc(F)c(F)c3)CC2)cc1,3.9,0.8,5.0,4.2,2.8,x,-3.0,3.6,x
CC(=O)c1ccc(OCCCC(=O)Nc2ccc(S(=O)(=O)N3CCOCC3)cc2)cc1,0.3,0.6,5.3,-1.8,8.5,-1.3,0.3,5.5,-3.5
CN(Cc1cccnc1)Cc1cn(C)nc1-c1cccc(Cl)c1,-0.1,2.7,5.5,1.5,8.5,2.2,4.2,-1.0,1.7
COc1cc(-n2c(=O)c3ccccc3n(CC(=O)c3ccc(F)cc3)c2=O)cc(OC)c1OC,-1.6,-2.4,4.5,1.3,6.0,2.7,0.0,1.2,-1.7

# The results go on.
compound,PME-1 inh,LYPLA1 counter,PAFAH1B2 inh,pPAFAH inh,PAFAH1B3 FP inh,GSTO1 counter,PAD4 FP inh,PAFAH2 FP inh,Fam108B counter
Cc1ccccc1C(=O)Nc1ccc(-c2nnc(SC(C)C(=O)O)n2C)cc1 (centres undefined),1.3,5.2,6.0,1.4,7.1,9.7,-2.6,1.0,-0.5
CN(C)S(=O)(=O)c1cccc(C(=O)NCc2cccs2)c1,5.8,0.7,-0.3,4.8,1.9,-7.5,2.5,0.6,-3.2
c1cc2c(cc1C1CCCCC1)c1c3n2CCN=C3CCC1,1.2,-1.3,-0.4,9.9,5.7,2.6,-4.5,-6.2,2.9
CCOc1cc(/C=C2/C(=N)N3OC(C)=CC3=NC2=O)ccc1OCCOc1ccccc1,-0.4,-3.9,-4.3,5.7,-3.0,8.2,-2.3,-9.9,-0.2
CC(=O)c1cccc(NC(=O)c2cccc(S(=O)(=O)N(C)C)c2)c1,5.4,-1.8,-1.7,1.4,4.1,-4.5,2.6,-4.3,3.8
O=C(Nc1cc(Br)ccc1O)c1cc(-c2cccs2)on1,-26.3,-10.6,-7.6,1.9,-17.4,-6.2,-2.8,-20.4,-20.7

# Some of the compounds tested; rates above refer to the full screens.
